FEN1 inh – qHTS Assay for the Inhibitors of Human Flap endonuclease 1 (FEN1). Recombinant FEN1 flap cleavage, fluorescence, 15 min. Potency, µM (titrated, usually from 114 µM), for inactives: at the top dose activity change, negative = inhibition, usual class: inhibitors. actives 0.35% (n = 390,000). AID 588795, 2011; note: nearly all actives have a fitted effect of over 65% in size
Target sequence (P39748 whole entry, looked up): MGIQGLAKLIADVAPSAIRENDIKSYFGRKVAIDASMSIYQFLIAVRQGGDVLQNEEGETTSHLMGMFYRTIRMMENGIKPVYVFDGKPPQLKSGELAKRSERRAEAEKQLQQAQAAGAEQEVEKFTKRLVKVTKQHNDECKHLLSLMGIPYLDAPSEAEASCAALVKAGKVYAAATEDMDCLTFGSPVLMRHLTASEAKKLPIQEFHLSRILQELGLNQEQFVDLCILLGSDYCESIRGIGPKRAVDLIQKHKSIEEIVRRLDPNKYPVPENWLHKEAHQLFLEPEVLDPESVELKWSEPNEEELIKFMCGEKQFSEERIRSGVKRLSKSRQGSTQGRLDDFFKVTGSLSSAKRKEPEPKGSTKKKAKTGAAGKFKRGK
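Recombinant FEN1 (10 nM) was preincubated with pin-transferred compounds for 15 min at room temperature, then flap DNA substrate (50 nM final) was added. Plates were read at 0 and 15 min, and normalized concentration–response data were fitted to a four-parameter Hill equation.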
TDP1 block – qHTS Assay for Inhibitors of Tyrosyl-DNA Phosphodiesterase (TDP1) | Tyrosyl-DNA phosphodiesterase 1 (Homo sapiens), Q9NUW8 | recombinant TDP1, AlphaScreen DNA substrate cleavage | Potency, µM (top dose mostly 130 µM), for the others: at the top dose activity change, negative = inhibition, usual class: inhibitors | actives 0.28% (n = 350,000); note: nearly all actives have a fitted effect of over 40% in size
Target sequence (Q9NUW8 whole entry, looked up): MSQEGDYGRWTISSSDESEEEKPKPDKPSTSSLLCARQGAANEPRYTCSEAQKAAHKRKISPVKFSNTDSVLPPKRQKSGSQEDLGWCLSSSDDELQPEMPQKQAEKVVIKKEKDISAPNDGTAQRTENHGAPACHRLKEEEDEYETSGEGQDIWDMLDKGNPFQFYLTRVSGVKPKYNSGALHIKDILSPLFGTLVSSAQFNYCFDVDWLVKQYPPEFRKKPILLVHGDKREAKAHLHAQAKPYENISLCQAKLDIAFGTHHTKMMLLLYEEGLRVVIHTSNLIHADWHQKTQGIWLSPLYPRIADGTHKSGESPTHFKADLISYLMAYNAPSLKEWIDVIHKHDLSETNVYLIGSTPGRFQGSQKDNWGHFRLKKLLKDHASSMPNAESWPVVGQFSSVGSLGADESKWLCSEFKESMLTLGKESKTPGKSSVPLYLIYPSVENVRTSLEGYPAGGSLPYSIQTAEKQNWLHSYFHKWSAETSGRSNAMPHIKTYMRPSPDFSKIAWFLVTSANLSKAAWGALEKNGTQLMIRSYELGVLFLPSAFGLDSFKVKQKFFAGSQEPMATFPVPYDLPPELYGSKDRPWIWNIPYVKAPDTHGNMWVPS
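Here, a 5' biotin and 3' phosphotyrosine-FITC DNA oligonucleotide reports Tdp1 activity: intact substrate bridges AlphaScreen beads, while cleavage leaves a 3' phosphate and drops signal. All incubations at room temperature.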
N370S GC mod – qHTS Assay for Inhibitors and Activators of N370S glucocerebrosidase as a Potential Chaperone Treatment of Gaucher Disease; Lysosomal acid glucosylceramidase (Homo sapiens), P04062; N370S GC spleen homogenate, 4MU-glucoside fluorescence; Potency, µM (series often up to 59.4 µM), without a hit: at the top dose activity change, negative = inhibition, most hits filed as inhibitors; actives 0.092% (n = 330,000);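 note: 0% = full enzyme activity and -100% = no enzyme basal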
* marks the source's active call; other numbers are inactive results; ? = inconclusive; . = no result given; & = joins results of further samples; [ ] = another dose, or the depositor's remark. Calls come from the whole dose curve; as a rule, active = well fitted curve in the direction sought with a large enough effect; inconclusive = small, poorly fitted or top-dose-only effect, or another doubt; inactive = no such curve, though single readings can be large; an effect the other way counts as inactive or inconclusive. Unless noted, % is set by controls: 0 for no effect and ±100 for the full control effect; potency is the fitted concentration of half-maximal effect. Rows were taken by chance; any-hit rate near 0.57%.

smiles,N370S GC mod,TDP1 block,FEN1 inh
C=CCN(c1ccccc1)S(=O)(=O)c1cccc(C(=O)NC2CCC(O)CC2)c1 (stereo not given),0%,0%,3%
COc1ccc(S(=O)(=O)N2CCCC2C(=O)Nc2ccc(C)cc2)cc1 (stereo not given),6%,-3%,-9%
COc1ccc(CCNC(=O)C(=O)NCC(c2ccco2)S(=O)(=O)c2ccccc2)cc1OC (stereo not given),.,8%,-5%
CCc1ccc(-c2nc(CN3CCCC(C(=O)NCc4ccccc4Cl)C3)c(C)o2)cc1 (stereo not given),.,7%,-19%
CCc1cccc(N2C(=O)CS(=O)(=O)C23C(=O)N(Cc2ccc(F)cc2)c2ccc(C)cc23)c1 (stereo not given),.,7%,11%
O=c1c2ccccc2c(-c2ccc(Br)cc2)nn1Cc1ccccc1,?,5%,-8%
CC1=C(SCCC#N)S/C(=C2\SC(C)=C(SCCC#N)S2)S1,-12%[2.35 µM],13%,0%
Cc1cccc(-n2cnc(C(=O)NC3CCCCCC3)c2)n1,-3%,-1%,-4%
COC(=O)C1(C(=O)OC)C[C@@H]2CON=C2[C@H]1c1ccccc1,-11%&-6%,7%&2%,.
O=C(c1cccnc1)N1N=C(c2cccs2)CC1c1ccc(F)cc1 (stereo not given),10%,5%,-6%
NS(=O)(=O)c1cc(C(=O)OC2CCOC2=O)ccc1Cl (stereo not given),-1%,0%,-13%
CN(C)/C=N/c1ncc(C(=O)c2ccccc2)s1,-12%,0%,-7%
O=C(Nc1ncccc1O)c1ccc(Cl)c(S(=O)(=O)N2CCCCC2)c1,1%,.,-5%
COc1ccc(Cl)cc1NC(=O)CN(C)C(=O)CNC(=O)C12CC3CC(CC(C3)C1)C2,20%,6%,-9%
O=C(c1ccco1)n1nc(-c2ccc(Cl)cc2)nc1NCc1ccco1,-9%,4%,0%
O=C1OCCN1/N=C/c1ccc([N+](=O)[O-])o1,11%&-19%,7%&4%&2%,3%
CC(=O)Nc1cccc(-c2cn3ccccc3n2)c1,-3%,3%,4%
COc1ccc(C)cc1NC(=O)C(=O)N/N=C(\C)CC(=O)Nc1cccnc1,-2%,9%,9%
Cc1cc(=O)[nH]c2nnc(SCC(=O)NC(C)(C)C)n12,.,5%,-2%
COCCNC(=O)CSc1nc2cc(OC)c(OC)cc2c(=O)n1CCC1=CCCCC1,-15%,-7%,-7%
CCCc1ccc2oc(C(=O)NCCN3CCCC(C(N)=O)C3)c(C)c2c1 (stereo not given),-12%,4%,2%
CC(C)(C)C(=O)Nc1nnc(SCC(=O)NCc2ccco2)s1,3%,5%,1%
NS(=O)(=O)c1ccc(NC(=O)COC(=O)C2CC2)cc1,.,0%,-4%
CCC[C@@H]1C[C@@]1(CCC)C(NC(=O)c1ccccc1)c1cccc(Cl)c1 (stereo not given in full),8%,9%,.
COc1ccc(NC(=O)/C(=C\c2ccco2)NC(=O)c2ccco2)cc1,6%,5%,-4%
CCCc1cc(C(=O)Nc2ccc(CC)cc2)no1,4%,0%,-10%
COC(=O)c1c(-c2c(Cl)cccc2Cl)noc1NC(=O)NN1CCOCC1,3%,9%,14%
CCCCCCCCN1C(=O)C(O)=C(C(C)=O)C1c1ccccn1 (stereo not given),-1%,-3%[56.1 µM],4%
CC(C)C[C@H](NC(=O)c1[nH]cnc1C(=O)N[C@H](C)c1ccccc1)C(=O)OCc1ccccc1,28%,9%,-30%
CC(C)Cc1nn2c(=O)cc(COC(=O)c3ccccc3NC(=O)c3cccs3)nc2s1,.,-1%,-1%
Cc1ccc(CCCOC(=O)CN2CCCCC2)cc1,4%,6%,-5%
Cc1nn(Cc2ccc(F)cc2)c(C)c1NC(=O)c1cc(-c2ccc3c(c2)OCO3)on1,-2%,6%,-2%
OC1(CNCc2ccccc2)C2CC3CC(C2)CC1C3 (stereo not given),8%,-1%,-1%
O=S(=O)(c1ccc2[nH]c3c(c2c1)CCCC3)N1CCN(c2cccc(C(F)(F)F)c2)CC1,.,5%,-15%
CCC(C)N1CCN(S(=O)(=O)c2ccc3ccccc3c2)CC1 (stereo not given),0%,.,9%
C=CCn1c(-c2csc3ccccc23)n[nH]c1=S,9%,4%,-3%
COc1cc(C(C)=O)ccc1OCc1cc(C(=O)N(C)CCC2CCCCO2)no1 (stereo not given),-1%,4%,15%
CCOc1ccc(CNC(=O)C2Cc3cc(S(=O)(=O)N4CCCCCC4)ccc3N2C(C)=O)cc1 (stereo not given),.,4%,-4%
COc1ccc(NC(=O)c2oc3ccccc3c2NC(=O)COc2ccc(F)cc2)c(OC)c1,.,6%,2%
O=C(O)c1ccc(Nc2nc(-c3ccccc3)c3cc(Br)ccc3n2)cc1,.,0%[12.3 µM],-23%
C[C@@H](C(=O)Nc1ccccc1N1CCOCC1)N1C(=O)C2CC=CCC2C1=O (stereo not given in full),-8%,4%,6%
COc1ccc(NC(=S)N(CCCN2CCOCC2)C(C)c2cc3ccccc3o2)cc1 (stereo not given),4%,4%,3%
O=C(CCN1C(=O)c2ccccc2C1=O)NC(=S)Nc1cccc(Cl)c1,?,4%,-11%
CCOC(=O)C1=C(c2ccccc2)N=C2SCC(=O)N2C1c1ccc2c(c1)OCO2 (stereo not given),11%,4%,-12%
COc1cc(C2C(C(=O)Nc3ccccc3C)=C(C)Nc3ncnn32)ccc1OCC(N)=O (stereo not given),.,0%,17%
CC(=O)N1CCOCCOCCOCC1,-1%,1%,5%
O=C(CSc1nc(=O)n(CCN2CCOCC2)c2c1CCC2)Nc1ccc(OC(F)(F)F)cc1,-27%,0%,1%
COc1cccc(NC(=O)Nc2cc(C(=O)O)ccc2C)c1,17%,2%,-8%
O=C(CSc1nnnn1-c1ccccc1)N1CCCc2ccccc21,7%,3%,-13%
c1cc(Nc2cccc3nccnc23)c2nccnc2c1,1%,5%,-35%
CCN(CC)c1ncnc2c1cnn2C,4%,1%,-7%
CCCCCCCCCCCCCC(=O)N[C@H](C)[C@@H](O)c1ccccc1,-1%&23%,0%&-2%,.
Cc1ccc(NC(=O)c2cc(S(=O)(=O)N3CCCCC3)cs2)cc1,-13%,-2%,-14%
COc1ccc(C)cc1NC(=O)N1CCN(c2cc(-c3noc(C)n3)ccc2C)CC1,.,0%,-2%
Cc1nc2sc(C(c3ccco3)N3CCN(c4cccc(Cl)c4)CC3)c(O)n2n1 (stereo not given),1%,7%,-8%
CC(/C=C/c1ccccc1)=N/NC(=O)Cn1nnc(N)n1,-3%,3%,2%
Cc1ccc(C)c(Cn2c(=O)n(CCC(=O)NCc3ccc4c(c3)OCO4)c(=O)c3sccc32)c1,.,5%,-2%
COc1ccccc1CNC(=O)CN(C)S(=O)(=O)c1ccc2c(c1)c(=O)n(C)c(=O)n2C,1%,0%,14%
CN1C(=O)C2ON(c3ccccc3)C(c3cccs3)C2C1=O (stereo not given),-2%,7%,-6%
O=C(CCCN1C(=O)c2cccc3cccc(c23)C1=O)N1CCN(c2ccccc2O)CC1,4%,8%,6%

Next section:
smiles,N370S GC mod,TDP1 block,FEN1 inh
O=C(O)c1cccc(NS(=O)(=O)c2ccc3c(c2)OCCCO3)c1,-12%,-5%,4%
COCCNC(=O)[C@H]1N2C(=O)c3c(ccc(OC)c3OC)C2SC1(C)C (stereo not given in full),-3%,.,21%
COc1cccc(CC(=O)Nc2cc(S(=O)(=O)N3CCOCC3)ccc2N2CCOCC2)c1,2%,5%,-4%
Cc1cc2c(cc1S(=O)(=O)Nc1ccc(C(C)C)cc1)OCCN2C,6%,.,-1%
CC(=O)c1ccc(S(=O)(=O)N(C)CCCC(=O)NCc2ccc3c(c2)OCO3)cc1,4%,11%,-5%
CSC[C@H](NC(=O)COc1cc2c(c3oc(=O)cc(C)c13)CCC(C)(C)O2)C(=O)O,?,.,-8%
COc1cccc(NC(=O)c2nnn(Cc3ccc(Br)cc3F)c2N)c1,3%,4%,21%
Cc1ccc(C)c(CN2C(=O)COc3ccc(C(=O)c4ccccc4C(=O)O)cc32)c1,?,7%,2%
C=CC#CC1(O)CC(C)[N+](C)(C)CC1C (stereo not given),-15%,3%,0%
COc1ccc(NC(=O)C(c2ccc(C)cc2)N(C)C(=O)/C=C\c2ccc3c(c2)OCO3)cc1 (stereo not given),.,6%,-14%
COc1ccc(N2CCN(C(=O)c3ccc(CNS(=O)(=O)c4cc(C)ccc4C)cc3)CC2)cc1,-23%,9%,4%
Cc1cc(-c2ccccc2)n(-c2ccc(C(N)=O)cc2)n1,12%,3%,-6%
O=C(CCOc1ccccc1)Nc1ccnn1C1CCN(Cc2ccc(F)cc2)CC1,-1%,5%,4%
O=C1CN(C(=O)c2cccc(Br)c2)c2ccccc2N1,-2%,4%,-2%
COCc1c(C(=O)Nc2nc(C)cs2)oc2ccccc12,17%,-9%,-12%
Cc1cc(C)cc(NC(=O)CSc2nc3c(cnn3-c3ccc(F)cc3)c(=O)[nH]2)c1,.,6%,0%
CCC(=O)N1CCc2cc(Br)cc(S(=O)(=O)NCCCN(C)Cc3ccccc3)c21,-2%,0%,-9%
CCOc1cc(/C=N/n2nnnc2N)ccc1OCc1c(C)no[n+]1[O-],21%,3%,-12%
CC1CCCN(C(=O)CN(C)S(=O)(=O)c2cccc3nsnc23)C1 (stereo not given),3%,2%,-2%
CC(=O)c1ccc(NC(=S)N2CCN(c3ccccn3)CC2)cc1,-5%,.,-19%
O=C(c1ccco1)N1CCN(c2ncnc3c2[nH]c2ccccc23)CC1,9%,10%,.
Cn1c(OCc2cccnc2)nc2c1c(=O)n(Cc1ccc(Br)cc1)c(=O)n2C,0%,4%,7%
COc1ccc(CC(N)C(=O)NC2C(CO)OC(n3cnc4c(N(C)C)ncnc43)C2O)cc1 (stereo not given),5%,6%[56.1 µM],.
CN(CCNC(=O)C1CCN(S(=O)(=O)N2CCOCC2)CC1)CCc1ccccc1,-5%,-1%,-1%
CCn1c(C)c(C)c2cc(C(=O)NCCc3ccco3)ccc21,-9%,13%,9%
N#Cc1ccc(NC(=O)COCc2cc(-c3ccc4c(c3)OCO4)on2)cc1,.,5%,4%
Fc1ccccc1/C=N/n1c(-c2cccnc2)n[nH]c1=S,-2%,12%,-2%
CCN(CC(=O)NC1CCS(=O)(=O)C1)S(=O)(=O)c1ccc(Cl)c(C(F)(F)F)c1 (stereo not given),-24%,-5%[0.505 µM],-11%
S=C(NCc1ccco1)N/N=C/c1cccnc1,0%,.,5%
CCC(C(=O)Nc1cc(OC)c(NC(=O)c2ccccc2)cc1OC)c1ccccc1 (stereo not given),0%,6%,-1%
CCOc1nc(NC(=O)NS(=O)(=O)Oc2cccc(Cl)c2)nc(-c2ccccc2)n1,-13%,8%&5%,-12%&-8%
COc1ccc(CCN2CCCn3c2nc2c3c(=O)[nH]c(=O)n2C)cc1OC,-7%,.,5%
COc1ccc(OC)c(NC(=O)CSc2nnnn2C)c1,-3%,3%,-6%
COc1ccc(S(=O)(=O)NCC(c2ccco2)N2CCN(c3ccccc3F)CC2)cc1OC (stereo not given),.,5%,-17%
O=S(=O)(c1ccc(NC(=S)NCc2ccco2)cc1)N1CCCCC1,1%,11%,-23%
O=C(O)P(=O)(O)O,-4%,-3%[56.1 µM],.
O=C(Nc1nc2n(n1)C(c1ccc(F)cc1)C=C(c1ccc(Cl)cc1)N2)c1ccc([N+](=O)[O-])cc1 (stereo not given),.,9%,0%

Some of the entries so far, with two lines to a compound.
Sequence of screens – N370S GC mod	TDP1 block	FEN1 inh
COc1ccc(OC)c(NC(=O)CSc2nnnn2C)c1
 : -3%	3%	-6%
COc1ccc(CCN2CCCn3c2nc2c3c(=O)[nH]c(=O)n2C)cc1OC
 : -7%	.	5%
O=C(O)P(=O)(O)O
 : -4%	-3%[56.1 µM]	.
S=C(NCc1ccco1)N/N=C/c1cccnc1
 : 0%	.	5%
O=C(Nc1nc2n(n1)C(c1ccc(F)cc1)C=C(c1ccc(Cl)cc1)N2)c1ccc([N+](=O)[O-])cc1 (stereo not given)
 : .	9%	0%

From PubChem BioAssay
